# Assay outcomes as filed in PubChem BioAssay.
# Pf gamet viab = P. falciparum stage V gametocyte viability inhibition; P. falciparum stage V gametocytes, ATP luminescence, 24 h; inhibition, % at 10.9 µM; 150,000 tested, 0.065% active;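 active = inhibition above the mean plus 3 SD of compounds within the control limits, set per campaign, cut at about 38% in these data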;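 also: 0% = DMSO wells and 100% = medium only without gametocytes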
# GSH fluor = compound fluoresces at 488/530 nm on GSH beads; GSH beads flow cytometry, compound fluorescence 488/530 nm; active compounds read high; fluorescence (KMESF) at 10 µM; 190,000 tested, 0.25% active; in the data active = fluorescence above about 89;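 also: glutathione beads carrying GST-tagged Bcl family fusion proteins plus one bare bead set; values are compound well signal with DMSO vehicle wells as background; inactives centre near 16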
# ABCB1 block = inhibitors of human ABCB1 transporter, ABCG2 counter-screen; P08183; CCRF-Adr cells, JC-1 efflux, flow cytometry; inhibition, % at 6.6 µM; 190,000 tested, 0.067% active; AID 1326; in the data active = inhibition above about 40%;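 also: 0% = vehicle and 100% = reference inhibitor; higher value means more JC-1 retained so stronger ABCB1 efflux block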
# RGS8-Gao reg = modulates binding of RGS8 to human Galphao; AID 1423; multiplexed bead flow cytometry; actives lie on both sides; 220,000 tested, 0.34% active; response (percent of control binding), % at 10 µM; P09471; in the data active = response below about 60% or above about 140%; inactive = in between;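 also: Galphao activated as the GDP aluminium fluoride complex binding bead-coupled RGS8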
# Target sequence (P09471 whole entry, looked up): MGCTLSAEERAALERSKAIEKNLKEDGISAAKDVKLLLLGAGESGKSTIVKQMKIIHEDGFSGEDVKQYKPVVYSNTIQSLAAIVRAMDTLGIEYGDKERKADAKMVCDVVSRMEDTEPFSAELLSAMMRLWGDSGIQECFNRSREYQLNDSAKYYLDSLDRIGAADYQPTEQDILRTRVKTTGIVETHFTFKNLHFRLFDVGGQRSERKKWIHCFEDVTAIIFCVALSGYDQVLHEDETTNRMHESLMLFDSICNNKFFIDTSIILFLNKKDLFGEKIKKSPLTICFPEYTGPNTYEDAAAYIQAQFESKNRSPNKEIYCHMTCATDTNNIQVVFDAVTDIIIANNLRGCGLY
# Avidin fluor = avidin bead compound fluorescence profile | fluorescence (KMESF) at 10 µM | Avidin beads, compound fluorescence 488/530 nm, flow cytometry; active compounds read high | 220,000 tested, 0.38% active; in the data active = fluorescence above about 47; also: inactives centre near 10
# RGS4-Gao reg = human RGS4-Galphao interaction regulation. AID 1415. P09471. binding response (% of control), % at 10 µM. Multiplexed bead flow cytometry, RGS4-Galphao binding; actives lie on both sides. 220,000 tested, 0.33% active; in the data active = binding response below about 49% or above about 150%; inactive = in between;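 also: fluorescent Galphao activated with aluminum fluoride binding bead-coupled RGS4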
# Mcl1 Bid PPI = Mcl-1/Bid interaction inhibition. TR-FRET Mcl-1/Bid-Dy647 peptide binding, 1536-well. Q07820. inhibition, % at 21.7 µM. 220,000 tested, 0.97% active;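 active = compounds that cut the binding signal by more than half at the single screening dose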;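 also: His-tagged Mcl-1 with europium anti-His antibody binding Bid BH3 peptide; 0% = Mcl-1 plus peptide wells and 100% = peptide-only wells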
# ABCG2 inh = inhibitors of human ABCG2 transporter, ABCB1 counter-screen; 190,000 tested, 0.1% active; IgMXP3 cells, JC-1 efflux, flow cytometry; AID 1325; Q9UNQ0; inhibition, % at 6.6 µM;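 active = inhibition above 80%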;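 also: 0% = DMSO and 100% = nicardipine control wells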
# Target sequence (Q9UNQ0 whole entry, looked up): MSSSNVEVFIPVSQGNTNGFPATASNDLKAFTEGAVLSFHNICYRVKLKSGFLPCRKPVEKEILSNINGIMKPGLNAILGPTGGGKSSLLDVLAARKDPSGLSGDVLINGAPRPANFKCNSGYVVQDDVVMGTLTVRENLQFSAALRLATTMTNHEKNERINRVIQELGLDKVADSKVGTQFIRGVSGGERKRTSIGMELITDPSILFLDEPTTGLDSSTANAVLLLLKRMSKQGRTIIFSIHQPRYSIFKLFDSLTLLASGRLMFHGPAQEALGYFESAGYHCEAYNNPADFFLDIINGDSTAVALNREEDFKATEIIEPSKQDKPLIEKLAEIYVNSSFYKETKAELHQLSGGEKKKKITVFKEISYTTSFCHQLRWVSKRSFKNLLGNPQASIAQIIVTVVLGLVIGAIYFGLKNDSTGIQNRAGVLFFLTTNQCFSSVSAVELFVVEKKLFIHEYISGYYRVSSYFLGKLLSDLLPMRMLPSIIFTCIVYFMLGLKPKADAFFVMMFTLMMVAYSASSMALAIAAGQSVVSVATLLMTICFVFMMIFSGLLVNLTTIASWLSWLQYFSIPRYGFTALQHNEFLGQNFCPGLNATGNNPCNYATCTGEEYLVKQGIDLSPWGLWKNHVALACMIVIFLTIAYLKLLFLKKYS
#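 material = IgMXP3 (ABCG2) plus far-red-tagged CCRF-Adr (ABCB1) cells | amount = 3 million cells/mL, equal mix of both lines | also added = JC-1 transporter substrate | dosing = one concentration, 6.6 µM final | schedule = 10 min at 25 °C | measured by = flow cytometric JC-1 green MFI at 530 nm | read-out basis = percent efflux inhibition, scaled nicardipine 100% to DMSO 0%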
# Bim-Mcl-1 = inhibitors of Bim-Mcl-1 interaction, human; Bead-based flow cytometry, Bim peptide-Mcl-1 binding; AID 1009; 190,000 tested, 0.1% active; Q07820; inhibition, % at 10 µM; in the data active = inhibition above about 40%;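 also: 0% = no compound tracer wells and 100% = peptide blocker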
# Mcl1 Noxa PPI = Mcl-1/Noxa interaction inhibition; AID 1022; 220,000 tested, 1.5% active; inhibition, % at 21.7 µM; TR-FRET Mcl-1/Noxa peptide binding, 2 h;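 active = compounds that cut the protein-peptide binding signal by more than 50% relative to plate controls in a single-dose test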;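 also: His-tagged Mcl-1 with rhodamine Noxa BH3 peptide and terbium anti-His antibody; 0% = Mcl-1 plus Noxa peptide wells and 100% = peptide-only wells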
# RGS7-Gao = human RGS7-Galphao interaction regulation; P09471; Multiplexed bead flow cytometry, RGS7-Galphao binding; actives lie on both sides; AID 1439; binding response (% of control), % at 10 µM; 220,000 tested, 0.35% active; in the data active = binding response below about 49% or above about 150%; inconclusive = no clear call, values can overlap the other calls; inactive = in between;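 also: fluorescent Galphao held in activated GDP-AlF4 state binding bead-coupled RGS7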
# Starred values were filed as active, the others as inactive; ? = inconclusive; · = no result given.
# Each structure is followed by: Pf gamet viab	GSH fluor	ABCB1 block	RGS8-Gao reg	Avidin fluor	RGS4-Gao reg	Mcl1 Bid PPI	ABCG2 inh	Bim-Mcl-1	Mcl1 Noxa PPI	RGS7-Gao
O=C(NC(=S)Nc1ccc(S(=O)(=O)Nc2ccccc2)cc1)C1CC1
    23	21	0.8	103	12	98	-17	4	-1	38	100
Cc1ccc(N=C2SC(C(=O)NCCc3ccccc3)CC(=O)N2C)cc1C (stereo not given)
    -16	15	0.8	101	9	101	-22	18	0	17	?
O=C1C2C3C=CC(C3)C2C(=O)N1c1nccs1 (stereo not given)
    9	30	0.1	100	9	99	-21	0	2	-3	99
Cc1ccc2c(c1)N=C(c1ccc(Cl)cc1)CO2
    -44	11	0.2	83	6	93	-23	1	9	11	92
Cc1n[nH]c(C)c1CCC(=O)N/N=C/c1c[nH]c2ccccc12
    -22	·	·	103	9	104	-8	·	·	5	?
CCCC(C)NC(=O)c1ccc(C2SCC(=O)N2Cc2ccco2)cc1 (stereo not given)
    ·	11	0.3	103	35	102	-8	2	-3	-1	103
CC(=O)Nc1ccc(-c2nnc(SCC(=O)n3c4c(c5ccccc53)CCCC4)n2C)cc1
    ·	10	0.0	101	11	98	-11	0	0	-1	101
Cc1c(C(=O)OCCOc2ccc(Br)cc2)sc(=S)n1C
    -26	16	-0.3	94	9	95	-35	0	-3	9	94
COC(=O)CNC(=O)Cn1cnc2sc(C)c(S(=O)(=O)N3CCC(C)CC3)c2c1=O
    5	21	-0.2	99	37	101	12	8	0	12	103
Cc1cc(C)c(NC(=O)C(=O)NCc2ccco2)c(C)c1
    ·	17	0.4	101	10	101	-14	1	-2	5	96
CCc1ccc(/C=N/NC(=O)c2cc(-c3ccncc3)nc3ccccc23)s1
    ·	17	1.4	97	16	95	1	4	-1	20	98
CC1CCC(C(C)C)C(OC(=O)Cn2nnc3c(cnn3-c3ccccc3)c2=O)C1 (stereo not given)
    -3	·	·	101	9	97	-16	·	·	-17	?
COc1ccccc1OCc1ccc(C(=O)N2CCN(C(=O)c3ccco3)CC2)cc1
    ·	4	0.7	99	7	100	-22	3	1	-15	99
CC(C)C(=O)Nc1nnc(CCN2CCCCC2)s1
    -53	11	0.7	101	11	98	-2	2	0	6	95
O=C(CSCc1ccc([N+](=O)[O-])cc1)NC1CCCCCC1
    11	12	1.1	99	11	100	2	25	-1	16	103
CN(C)C(=O)CN1CCN(Cc2cn(C)nc2-c2ccc3c(c2)OCCO3)CC1
    23	14	0.3	105	11	101	-47	1	0	-13	105
COC(=O)c1ccccc1NC(=O)CCS(=O)(=O)c1ccc(Br)cc1
    6	9	0.9	101	8	103	-108	12	0	46	104
CC(=O)N(Cc1ccco1)Cc1cc2cccc(C)c2n2nnnc12
    ·	22	0.7	97	9	98	-22	4	-1	12	97
CC(=O)N1CCC(=NNc2nc3ccccc3[nH]2)CC1
    ·	14	0.7	100	9	101	-13	3	0	16	?
COC(=O)c1ccc(NC(=O)CSC2=Nc3ccccc3C3CC=NN23)cc1 (stereo not given)
    ·	30	-0.3	104	10	106	-1	-1	0	-8	101
COCC(=O)N1CCC(n2nnc3cc(C(F)(F)F)ccc32)CC1
    -12	21	1.2	103	42	108	-11	2	2	1	137
COc1cccc(NC(=S)NC2CC3CCCC(C2)N3CC(C)C)c1 (stereo not given)
    ·	13	3.5	96	7	101	-83	5	-1	-1	101
O=c1cc(C(F)(F)F)[nH]c2c(C(F)(F)F)cccc12
    ·	17	0.7	105	11	100	19	17	-2	32	100
CC(C)C(=O)N1CCN(c2nc(-c3ccccc3)c3c(c2C#N)CC(C)(C)OC3)CC1
    ·	22	1.8	102	14	105	-27	2	0	22	100
O=C(CSc1cccc[n+]1[O-])Nc1cc(S(=O)(=O)N2CCOCC2)ccc1N1CCOCC1
    -2	13	-0.3	116	10	95	-34	-1	-2	-4	98
CC(=O)OC1COC(N2CCc3cc(Br)c([N+](=O)[O-])cc32)C(OC(C)=O)C1OC(C)=O (stereo not given)
    ·	12	1.5	103	8	101	-22	6	-1	7	98
CCOc1ccc(/C=C/C2=CC(C)(C)NC(=S)N2)cc1
    -1	14	-0.7	93	23	96	-46	-1	4	-26	95
C=CCOc1c2ccc(C(=O)NCc3ccc(C)cc3)cc2nn1C
    ·	22	0.6	99	11	100	-31	1	1	9	100
CCOC(=O)c1[nH]c2ccc(OCC)cc2c1NC(=O)CN1CCC2(CC1)OCCO2
    13	17	·	106	5	107	-20	·	-5	-13	103
CCOC(=O)c1c(C)[nH]c(C)c1C(=O)COC(=O)/C=C/c1ccc(Cl)cc1
    20	9	4.1	103	3	103	8	38	-2	2	102
COc1ccc(OCC(=O)N/N=C/C=C/c2ccccc2)cc1
    -14	22	1.1	109	10	102	3	23	0	15	103
CC1(c2ccccc2)CC2CC(c3ccccc3)N1O2 (stereo not given)
    ·	22	0.2	101	26	101	-22	1	0	2	101
COc1ccccc1Nc1nc(N)nc(CSC(=S)N2CCN(c3ccccc3)CC2)n1
    -10	15	0.8	100	11	98	-12	2	-2	-3	98
Cc1nn(-c2ccccc2)nc1C(=O)Oc1cc(C(F)(F)F)nn1-c1ccccc1
    6	·	·	102	9	104	-14	·	·	12	?
Cc1ccccc1Nc1nc(NCc2ccco2)c2ccccc2n1
    -2	19	9.8	102	10	106	-14	17	2	45	109
CCCCC1=CC2=CC(=O)C(C)(OC(=O)CC)C(=O)C2=CN1C(CO)CO (stereo not given)
    ·	·	·	103	9	99	-85	·	·	-6	?
C/C=C/c1ccc(OCCCNC)c(OC)c1
    21	3	0.0	110	4	104	-31	0	-9	21	106
Cn1cc(CNC(=O)COc2ccc(Cl)cc2Cl)cn1
    0	34	2.1	102	17	104	-9	20	-4	9	102
CCc1c(C)nc(Nc2nc(C)c3ccc(OC)cc3n2)[nH]c1=O
    -1	40	0.7	101	11	103	-22	20	0	6	103
Cc1c(N=c2scc(-c3ccccc3)n2CCO)c(=O)n(-c2ccccc2)n1C
    -13	15	0.6	100	9	99	-38	5	-3	0	?
CCC1CCC(C(=O)NC(C(=O)Nc2ccc3c(c2)OCCO3)C(C)C)CC1 (stereo not given)
    2	51	0.8	102	4	106	-2	2	0	10	101
CC1=C(C(=O)Nc2ccccn2)C(c2ccc(Cl)cc2)NC(=S)N1 (stereo not given)
    ·	13	-0.1	100	12	101	-35	0	1	3	101
Cc1ccc(S(=O)(=O)N2CCC(C(=O)NNC(=O)c3cccnc3)CC2)cc1
    1	19	0.0	103	8	105	-8	0	-2	3	102
C=CCn1c(SCC(=O)/C(C#N)=C(\C)N)nc2sc(C)c(C)c2c1=O
    -23	24	4.8	99	12	100	-19	6	-4	-10	99
C1CCCC(N2CCNCC2)CC1
    ·	13	0.4	102	26	102	15	3	-5	15	102
COc1cccc(-c2c(NC(=O)c3ccco3)n(-c3ccc(C)cc3)nc(C)c2=O)c1
    17	29	-0.3	107	7	109	-6	1	0	8	103
CCOc1ccccc1NC(=O)NC1CC2CCCC(C1)N2Cc1nnnn1CCc1ccccc1 (stereo not given)
    ·	39	2.4	117	6	119	3	5	0	13	117
CCCCP(=O)(CCCC)c1ccccc1C(=O)O
    ·	42	0.4	84	5	100	1	2	0	14	100
COc1ccc(CN(C)CC(=O)Nc2ccc(Cl)cc2F)c(OC)c1
    -1	·	·	100	6	102	25	·	·	11	?
O=C(CCNc1cccc(Cl)c1)c1cccs1
    ·	27	0.2	102	9	103	-37	12	0	10	101
CC1CC(CN)CC(CO)C1 (stereo not given)
    -6	10	0.3	102	11	99	-57	0	-1	9	101
O=C(NCc1ccco1)c1sc2cc(Cl)ccc2c1Cl
    ·	16	0.1	99	5	96	1	1	-2	-5	100
CN1CCN(C(=O)C2=C[C@@H](c3coc4ccccc4c3=O)C[C@@H](OCCCCO)O2)CC1
    -7	20	0.8	98	5	99	-13	1	0	-9	101
CC(C)CC(=O)c1c[nH]c(C(=O)NCCc2ccccn2)c1
    -6	12	0.1	100	36	100	-10	1	-2	4	98
COC(=O)c1ccccc1S(=O)(=O)NC(=O)c1ccccc1
    -11	24	3.8	100	33	100	31	26	-8	9	98
COCCNC(=O)C(c1ccco1)N(C(=O)Cn1nnc2ccccc21)c1cc(C)ccc1C (stereo not given)
    0	15	0.6	82	5	70	-38	1	-1	-11	69
Cc1ccc(S(=O)(=O)N(C)CCCC(=O)n2nc(C)cc2C)cc1
    ·	31	1.1	99	18	99	-18	14	-4	8	99
Cc1ccccc1NC(=O)N1CCC(C(=O)c2ccc(F)cc2)CC1
    -8	11	0.1	101	9	98	-6	0	-1	-6	97
COc1ccc(CC(=O)OCC(=O)Nc2cccnc2Cl)cc1OC
    2	10	1.6	102	9	102	-26	19	-2	-2	99
COc1ccccc1-c1coc2c(CN3CCN(C)CC3)c(O)ccc2c1=O
    ·	37	-0.1	100	3	87	·	-1	7	·	80

# Next part:
# Each structure is followed by: Pf gamet viab	GSH fluor	ABCB1 block	RGS8-Gao reg	Avidin fluor	RGS4-Gao reg	Mcl1 Bid PPI	ABCG2 inh	Bim-Mcl-1	Mcl1 Noxa PPI	RGS7-Gao
Cc1c(/C=N/NC(=O)C(C)(C)Oc2ccc(Cl)cc2)cnn1C
    ·	15	-0.3	104	6	103	-22	-1	2	4	101
O=C(COC(=O)c1cn(-c2ccccc2)nc1-c1ccccc1)c1cccc([N+](=O)[O-])c1
    4	22	-0.4	104	10	101	-21	-1	-1	2	102
Cc1cc2cc(CCNC(=O)C(=O)c3c[nH]c4ccccc34)c(=O)[nH]c2cc1C
    -2	33	0.3	105	22	103	-9	1	0	0	98
CCn1c(=O)cc(SCC(=O)N2CCN(C(=O)c3ccco3)CC2)c2ccccc21
    ·	18	0.5	99	16	98	12	6	-3	6	97
Cc1ccc(Cn2ccc(NC(=O)c3cc(-c4ccc(Cl)cc4)on3)n2)cc1
    16	20	1.3	98	27	100	4	4	-9	11	96
O=C(CSc1nc(-c2ccco2)cc(C(F)(F)F)n1)Nc1ccccc1C(F)(F)F
    ·	18	0.3	98	6	98	-11	1	2	0	97
CC1CCCC2(C1)NC(=S)N(c1ccccc1)N2 (stereo not given)
    -7	9	0.2	99	18	100	-61	0	1	0	107
CC(=O)N1CCN(c2ccc(NC(=O)c3ccc(OCc4ccccc4)cc3)cc2)CC1
    -4	11	-0.2	99	11	100	-17	-1	-1	4	?
Cc1c(NC(=O)/C=C/c2cccs2)c(=O)n(-c2ccccc2)n1C
    -2	23	0.5	103	10	103	-32	1	-1	11	103
CC(C)C1O/C(=N/C(=O)Nc2ccc(Cl)c(Cl)c2)NC1=O (stereo not given)
    -1	15	0.0	101	31	102	-34	2	1	-11	101

# Rows are unselected, and some 3.3% of all compounds hit somewhere here.
